Bioassay records: PubChem, National Center for Advancing Translational Sciences (NCATS)
HCV inh: inhibitors of hepatitis C virus infection; Huh7.5.1 HCVcc-Cre infection, luciferase reporter, 44 h; Potency, µM (top dose mostly 41.8 µM), inactives show at the highest dose activity change, negative = inhibition, hits mostly inhibitors; 340,000 tested, 3.4% active; AID 651820
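Whole-lifecycle infectious HCVcc-Cre system; cells 1,000/well, compound then virus (~0.5 moi) added 4 h after plating, 44 h culture. Luciferase read 15 sec following 15 min substrate incubation, room temp.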
Pf growth 96h: inhibits malaria parasite growth, 96 h; P. falciparum luciferase reporter growth, 96 h; Potency, µM (titrated, usually from 28.7 µM), without a hit: top-dose activity change, negative = inhibition, most hits filed as inhibitors; 320,000 tested, 6.9% active; AID 504834
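Two-generation exposure (96 h) targets delayed-death phenotype. Reporter parasites carrying integrated firefly luciferase, in red cells at 2% hematocrit and 0.05% parasitemia final, kept at 37 C, 5% CO2; luminescence loss indicates inhibition.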
Sm TGR inh: S. mansoni TGR enzyme inhibition; Q962Y6; purified TGR, DTNB reduction, TNB absorbance 405 nm; Potency, µM (doses to about 114 µM), for inactives: top-dose activity change, negative = inhibition, usual class: inhibitors; 360,000 tested, 3% active; AID 485364; also: nearly all actives have a fitted effect of over 60% in size
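TGR 20 nM + NADPH 100 uM (dispensed conc.), cpd preinc 15 min RT; start with NADPH (500 uM addition) then DTNB (15 mM addition). Kinetic TNB absorbance, 405 nm filter. Four-parameter Hill fit across titration.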
Pf growth 48h: P. falciparum growth inhibition at 48 hours (one generation); P. falciparum luciferase growth in erythrocytes, 48 h; Potency, µM (doses to about 28.7 µM), without a hit: at the highest dose activity change, negative = inhibition, hits mostly inhibitors; 310,000 tested, 5.9% active; AID 504832
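Read-out is firefly luciferase luminescence from an integrated reporter in P. falciparum, so falling signal marks reduced parasite growth. Infected erythrocytes were at 2% hematocrit and 0.1% parasitemia (final) in Albumax-supplemented RPMI 1640.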
Tb PYK inh: T. brucei pyruvate kinase inhibition; Q57TT1; TbPYK enzyme, Kinase-Glo Plus ATP luminescence, 45 min; Potency, µM (titrated, usually from 76.8 µM), without a hit: top-dose activity, negative = inhibition, hits mostly inhibitors; 410,000 tested, 0.12% active; also: nearly all actives have a fitted effect of over 50% in size
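T. brucei PYK with substrate was exposed to pin-transferred compounds across a concentration series, then started with 130 uM ADP (final). After 45 min at room temperature, Kinase-Glo Plus luminescence was read, normalized and curve-fitted.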
LmPK inhibitor: LmPK (Leishmania mexicana) enzyme inhibition; Potency, µM (top dose mostly 57.5 µM), for the others: at the top dose activity change, negative = inhibition, hits mostly inhibitors; AID 1721; 290,000 tested, 0.37% active; purified LmPK, Kinase-Glo ATP luminescence, 1 h; Q27686
Target sequence (Q27686 whole entry, looked up): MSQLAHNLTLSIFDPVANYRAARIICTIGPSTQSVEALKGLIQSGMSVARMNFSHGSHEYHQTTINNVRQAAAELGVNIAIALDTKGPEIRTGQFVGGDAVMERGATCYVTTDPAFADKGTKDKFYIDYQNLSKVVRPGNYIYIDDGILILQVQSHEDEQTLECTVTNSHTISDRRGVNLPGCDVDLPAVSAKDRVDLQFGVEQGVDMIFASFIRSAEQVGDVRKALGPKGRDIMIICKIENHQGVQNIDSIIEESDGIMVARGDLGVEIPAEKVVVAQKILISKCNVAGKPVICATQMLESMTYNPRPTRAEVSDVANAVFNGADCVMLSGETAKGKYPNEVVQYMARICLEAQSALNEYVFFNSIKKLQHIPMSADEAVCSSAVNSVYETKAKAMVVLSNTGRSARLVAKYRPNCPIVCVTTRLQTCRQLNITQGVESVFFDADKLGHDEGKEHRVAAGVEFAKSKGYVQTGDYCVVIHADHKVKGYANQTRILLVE
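Screened at intermediate enzyme activity to detect both inhibitors and activators: LmPK at 0.1 nM, with a 0.5 nM enzyme column as activation reference. PEP 0.5 mM, ADP 0.1 mM; ATP detected by luminescence after 1 h.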
The depositor's hits bear a star; ? = inconclusive; . = not tested or not shown; [ ] = dose if it differs, or a comment. Calls follow the shape of the dose curve; as a rule, active = well fitted curve in the direction sought with a large enough effect; inconclusive = small, poorly fitted or top-dose-only effect, or another doubt; inactive = no such curve, though single readings can be large; an effect the other way counts as inactive or inconclusive. % is scaled to controls: 0 for no effect and ±100 for the full control effect; potency is read from the fitted curve at half-maximal effect.

no. | Compound | HCV inh | Pf growth 96h | Sm TGR inh | Pf growth 48h | Tb PYK inh | LmPK inhibitor
1 | CN(CCC#N)C(=O)COC(=O)c1ccc(Cl)c(S(N)(=O)=O)c1 | 5% | 41%[activator] | -7% | 0% | 3% | -1%
2 | CCOc1ccccc1CN1C(=O)C2(OCCO2)c2ccccc21 | -2% | ? | 15% | 0% | -3% | 7%
3 | C=CCSc1n[nH]c(-c2ccc(OC)cc2)n1 | 20% | . | 4% | 183%[activator] | -16% | -4%
4 | CC(=O)CSc1ccc(S(=O)(=O)N2CCN(C)CC2)cn1 | 10% | 4% | 9% | -9% | -10% | .
5 | Cc1sc(NC(=O)C2=COCCO2)c(C(N)=O)c1C | 13% | 91%[activator] | -7% | 51%[activator] | -9% | .
6 | CN1CCc2c1nc1ccccc1c2N (tested in a mixture with another compound) | -15% | 0% | 2% | ? | 1% | 4%
7 | Cc1ccc(C(=O)OCC(=O)N2CCOCC2)c(C)c1 | 3% | 61%[activator] | -3% | 37%[activator] | -4% | -1%
8 | CCc1ccc(NC(=O)C/C(C)=N/NC(=O)COc2ccc(C)cc2Br)cc1 | -12% | -11% | -17% | 3% | 0% | -3%
9 | CCOc1ccc(OCC)c(NC(=O)c2nnn(CC(=O)Nc3cc(C)cc(C)c3)c2N)c1 | -3% | ? | 3% | -1% | 4% | 7%
10 | CCSc1ccc(C(=O)Nc2cccc(C)n2)cc1[N+](=O)[O-] | ? | 2% | 4% | 64%[activator] | 9% | 4%
11 | CCOC(=O)C1(Cc2cccc(F)c2)CCN(Cc2cnn(CC)c2)CC1 | ? | 2% | 18% | -1% | -12% | 0%
12 | COc1ccc(CCNC(=O)COC(=O)c2cc(OC)c(OC)cc2OC)cc1OC | -6% | -4% | -24% | 0% | 0% | -1%
13 | Cc1c(CCC(=O)NCC(=O)NCC(=O)O)c(=O)oc2cc3oc4c(c3cc12)CCCC4 | 18% | 6% | -29% | 13% | 14% | 0%
14 | COc1cccc(CNC(=O)c2csc3c2CCCC3)c1 | -4% | -1% | 5% | -6% | -1% | 1%
15 | COc1ccc(S(=O)(=O)N2CCc3ccccc32)cc1C(=O)OCc1nnc(-c2ccccc2)o1 | -27% | . | 1% | . | 2% | 7%
16 | COC(=O)c1c(NC(=O)c2ccccc2)sc(C(N)=O)c1C | ? | -9% | 11% | 14% | 1% | 8%
17 | COC(=O)c1cc(Nc2cc(C)c3c(O)cccc3n2)cc(C(=O)OC)c1 | ? | ? | 1% | 9.3µM* | -5% | -5%
18 | O=C(O)/C=C/C(=O)NCCc1ccccc1 | 19% | ? | -20% | 1% | 1% | 0%
19 | O=C(N/N=C/c1ccccn1)c1cc(C2CC2)[nH]n1 | 19% | 13% | 7% | 264%[activator] | -2% | -1%
20 | Cc1c(-c2ccccc2)n[nH]c1C(=O)N=Nc1c(O)[nH]c2ccccc12 | 3% | 70%[activator] | 5% | 137%[activator] | 1% | -6%
21 | CCOC(=O)C1CCCN(c2nc3ccccc3nc2NS(=O)(=O)c2ccc(C)cc2)C1 (stereo not given) | -12% | -27% | 0% | ? | 4% | .
22 | CN1CCN(CC(=O)O)CC1 | -3% | 12% | 0% | . | -13% | -3%
23 | COc1cccc(OCc2cc(C(=O)NCCN3CCCCC3CO)no2)c1 (stereo not given) | -25% | ? | -17% | -5% | 3% | 0%
24 | CCN(CC)S(=O)(=O)c1ccc(OC)c(NC(=O)c2cc(=O)[nH]c3ccccc23)c1 | 8% | 2% | 6% | 0% | 4% | 8%
25 | Cc1nc2ccc(NS(=O)(=O)c3ccccc3F)cc2s1 | ? | -23% | 2% | -17% | 2% | .

Part of the list above in a different format.
8: CCc1ccc(NC(=O)C/C(C)=N/NC(=O)COc2ccc(C)cc2Br)cc1
9: CCOc1ccc(OCC)c(NC(=O)c2nnn(CC(=O)Nc3cc(C)cc(C)c3)c2N)c1
10: CCSc1ccc(C(=O)Nc2cccc(C)n2)cc1[N+](=O)[O-]
Compound | 8 | 9 | 10
HCV inh | -12% | -3% | ?
Pf growth 96h | -11% | ? | 2%
Sm TGR inh | -17% | 3% | 4%
Pf growth 48h | 3% | -1% | 64%[activator]
Tb PYK inh | 0% | 4% | 9%
LmPK inhibitor | -3% | 7% | 4%

Next entries
no. | Compound | HCV inh | Pf growth 96h | Sm TGR inh | Pf growth 48h | Tb PYK inh | LmPK inhibitor
26 | O=C(COc1ccccc1)Nc1cccc2nsnc12 | -13% | -14% | 2% | 23% | -4% | 0%
27 | O=C(N/N=C/c1ccc(-c2ccc([N+](=O)[O-])cc2)o1)c1cccnc1 | -15% | 32%[activator] | -22% | 5% | 0% | 3%
28 | COc1cc(OC)c2ccc(=O)oc2c1C(CC(=O)N1CCOCC1)c1ccc(N(C)C)cc1 (stereo not given) | 1% | ? | -16% | ? | -15% | 2%
29 | COc1ccc(C)cc1NC(=O)CSc1nnc(-c2cc3cccc(OC)c3o2)n1N | -12% | 58%[activator] | -2% | ? | 5% | 0%
30 | CC(=O)Nc1ccc(-n2cc(-c3ccccc3)[nH]c2=S)cc1 | -1% | 6% | -10% | -12% | 3.2µM* | ?
31 | O=C(NC1CCCCC1)C1CCCN(S(=O)(=O)c2ccc(Br)s2)C1 (stereo not given) | -10% | ? | 1% | ? | -4% | 17%
32 | CC(C)(CO)CN1CCC(n2nccc2NC(=O)C2CCCC2)CC1 | 2% | ? | 2% | 0% | -2% | 3%
33 | COC(=O)C1(O)CC(C(C)C)=NN1C(=O)c1ccc(Cl)cc1 (stereo not given) | -16% | 15% | -33% | -1% | 2% | 2%
34 | CC(=O)Nc1cccc(C(=O)OCC(=O)c2ccccc2Cl)c1 | -3% | 107%[activator] | -12% | 191%[activator] | -3% | -24%
35 | O=S(=O)(NCc1ccc(F)cc1)c1ccccc1Br | 1% | -1% | ? | 12% | 1% | .
36 | NC(=O)CSc1nnc(Cn2c(=O)sc3ccccc32)n1-c1ccccc1 | -1% | ? | -8% | 3% | -9% | 2%
37 | CCN(CC)c1ccc(-c2nc3cnccc3n2C)cc1 | 11µM* | 22% | 0% | 98%[activator] | -7% | -5%
38 | COc1ccc(C(=O)OCC(=O)N2CCCCC2)cc1[N+](=O)[O-] | 17% | 21% | -1% | 8% | -1% | -2%
39 | COCCN(C(=O)CCCc1nc2ccccc2s1)c1c(N)n(CC(C)C)c(=O)[nH]c1=O | -5% | -5% | -18% | 7% | 1% | .
40 | COc1ccc(S(=O)(=O)N2CCCCCC2)cc1NC(=O)Cc1ccccc1F | ? | ? | 3% | ? | 0% | 2%
41 | Cc1ccc(C(C)C)c(OCC(=O)Nc2ccccc2N2CCN(C)CC2)c1 | ? | 24% | 4% | 6.6µM* | -1% | 7%
42 | Clc1ccccc1Nc1nc2ccccc2o1 | -17% | . | -11% | 381%[activator] | ? | .
43 | COc1ccccc1CNC(=O)COC(=O)c1ccc2c(=O)n3c(nc2c1)CCCCC3 | 9% | -18% | -6% | 3% | -3% | .
44 | CCSc1nc(CC)c2c(c1C#N)CCCC2 | 1% | ? | 7% | -16% | -4% | -2%
45 | S=c1[nH]nc(CSCc2ccccc2Cl)n1-c1ccccc1 | 5% | ? | 0% | ? | . | 13µM*
46 | Cc1nn(-c2ccccc2)c(N2CCCC2)c1C=O | -19% | ? | -4% | -20% | 2% | 5%
47 | O=C(NC1CCCCC1)C12CC3CC(C1)CC(n1cncn1)(C3)C2 | 14% | 58% | 2% | 4% | -16% | -6%
48 | Cc1ccc(CNC(=O)CN2C(=O)CSc3ccc(S(=O)(=O)N4CCC(C)CC4)cc32)cc1 | -20% | ? | 1% | ? | 0% | 3%
49 | CCOC(=O)CCn1cnc2ccc([N+](=O)[O-])cc2c1=O | 4% | 11% | 7% | 9%[5.75 µM] | -5% | 0%
50 | CC(NC(=O)CNC(=O)C(Cc1ccccc1)NC(=O)OCc1ccccc1)C(N)=O (stereo not given) | -5% | ? | 8% | 19% | 6% | -2%

Sorted by length of the SMILES (ascending): some entries from above.
no. | Compound | HCV inh | Pf growth 96h | Sm TGR inh | Pf growth 48h | Tb PYK inh | LmPK inhibitor
7 | Cc1ccc(C(=O)OCC(=O)N2CCOCC2)c(C)c1 | 3% | 61%[activator] | -3% | 37%[activator] | -4% | -1%
23 | COc1cccc(OCc2cc(C(=O)NCCN3CCCCC3CO)no2)c1 (stereo not given) | -25% | ? | -17% | -5% | 3% | 0%
12 | COc1ccc(CCNC(=O)COC(=O)c2cc(OC)c(OC)cc2OC)cc1OC | -6% | -4% | -24% | 0% | 0% | -1%
21 | CCOC(=O)C1CCCN(c2nc3ccccc3nc2NS(=O)(=O)c2ccc(C)cc2)C1 (stereo not given) | -12% | -27% | 0% | ? | 4% | .
28 | COc1cc(OC)c2ccc(=O)oc2c1C(CC(=O)N1CCOCC1)c1ccc(N(C)C)cc1 (stereo not given) | 1% | ? | -16% | ? | -15% | 2%

The list continues:
no. | Compound | HCV inh | Pf growth 96h | Sm TGR inh | Pf growth 48h | Tb PYK inh | LmPK inhibitor
51 | CC(C)CCNC(=O)CC1Nc2c3ccccc3nc(=S)n2C1=O (stereo not given) | 11% | -13% | 5% | . | . | -4%
52 | CCCCSc1nc(NCc2ccco2)c2c3c(sc2n1)COC(C)(C)C3 | -30% | ? | ? | 10µM* | -8% | 3%
53 | Cc1cc(C)cc(NC(=O)c2ccc(N3C(=O)C4CCCCC4C3=O)cc2)c1 (stereo not given) | ? | 20% | -3% | -9% | 1% | -9%
54 | CC(C)N1CCN(C(=O)c2ccc(NC(=O)c3ccc(Br)o3)cc2)CC1 | 12% | 8% | 22µM* | -20% | -4% | .
55 | CCCCN(C)CCOc1ccccc1OCC | -3% | ? | 5% | 11% | 13% | 0%
56 | Cn1c(=O)c2c(nc(CN3CCc4ccccc4C3)n2Cc2ccc(Cl)cc2)n(C)c1=O | 5% | -19% | 3% | 10% | 2% | 3%
57 | Cc1ccc(S(=O)(=O)N2[C@@H](c3ccc(Cl)cc3)C(C(=O)O)=CC[C@H]2c2ccc3c(c2)OCO3)cc1 | 18% | 8.3µM* | -17% | 9.3µM* | 1% | .
58 | CC1CCN(S(=O)(=O)c2ccc(C(=O)N3CCCC3C(=O)O)cc2)CC1 (stereo not given) | 14% | 15% | 3% | -7% | 1% | .
59 | CCc1ccc(NC(=O)CSc2nnc(CNC(=O)c3ccc(OC)cc3)o2)cc1 | -6% | ? | -9% | -2% | -1% | -10%
60 | COC(=O)c1nn(-c2ccc(-c3ccccc3)cc2)cc1O | -20% | 20% | 0% | -28% | -17% | 16µM*

5 compounds from above, reduced to LmPK inhibitor and Sm TGR inh:
| # | mol | LmPK inhibitor | Sm TGR inh |
| --- | --- | --- | --- |
| 53 | Cc1cc(C)cc(NC(=O)c2ccc(N3C(=O)C4CCCCC4C3=O)cc2)c1 (stereo not given) | -9% | -3% |
| 54 | CC(C)N1CCN(C(=O)c2ccc(NC(=O)c3ccc(Br)o3)cc2)CC1 | . | 22µM* |
| 55 | CCCCN(C)CCOc1ccccc1OCC | 0% | 5% |
| 56 | Cn1c(=O)c2c(nc(CN3CCc4ccccc4C3)n2Cc2ccc(Cl)cc2)n(C)c1=O | 3% | 3% |
| 57 | Cc1ccc(S(=O)(=O)N2[C@@H](c3ccc(Cl)cc3)C(C(=O)O)=CC[C@H]2c2ccc3c(c2)OCO3)cc1 | . | -17% |
